TAG inh: inhibitors of triacylglycerol accumulation. inhibition, % at 12.5 µM. 230,000 compounds, 0.66% hits. H9c2 cells, Nile Red lipid (TAG) fluorescence; cells loaded with 200 µM oleic acid;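 active = pattern-corrected inhibition of lipid staining of at least 50% with the nuclear-stain viability signal not falling by more than 50%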;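 note: 0% = DMSO wells and 100% = triacsin C control wells; some results filed as inactive read as strong as hits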
TAG inh DAPI viability: also measured in TAG inh; calls as there; DAPI nuclei signal change (viability), lower = more cytotoxic, %;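 whole-well DAPI fluorescence read on a plate reader as a viability signal; minus 50 percent equals half of cells still viable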
* marks the source's active call; other numbers are inactive results; i = inactive.

Screens in order – TAG inh, TAG inh DAPI viability
> Clc1ccc(C2=Nn3c(nnc3-c3cccs3)SC2)cc1
    38, -4
> COc1ccc(CN(CC2CCCO2)C(=O)c2cc3sccc3n2C)c(OC)c1 (configuration not stated)
    2, 12
> Cc1cccc(OCCN2C(=O)C(=O)c3cc(C)ccc32)c1
    36, -43
> CSCCC(NC(=O)c1ccco1)C(=O)Nc1ccc(C)c(S(=O)(=O)N2CCOCC2)c1 (configuration not stated)
    -5, 2
> O=C(Nc1scc(-c2ccccc2)c1C(=O)O)c1ccccc1F
    -1, 4
> Cc1cc(/C=N/n2cnnc2)c(C)n1-c1ccc2ncccc2c1
    -4, 2
> CC(C)=CC(=O)N1CCCC(N2CCN(c3ccc(F)cc3)CC2)C1 (configuration not stated)
    5, -4
> Cc1ccc(Cn2c(C(C)Nc3nc(-c4ccc(C)cc4)cs3)nc3cc(Cl)c(Cl)cc32)cc1 (configuration not stated)
    -2, 10
> COCCNc1nc(Oc2ccc(Cl)c(Cl)c2)c2sccc2n1
    11, 9
> Cc1cc(=O)[nH]c(SCC(=O)Nc2c(C)n(C)n(-c3ccccc3)c2=O)n1
    -6, -2
> CC(OC(=O)C1CCN(c2ccc(C(F)(F)F)cn2)CC1)C(=O)c1ccccc1 (configuration not stated)
    -30, -1
> CCOC(=O)N1CCc2c(sc3c2C(=O)NC(c2ccccc2)N3)C1 (configuration not stated)
    -17, -4
> O=C(Nc1ccc2nc(SCc3ccc(Cl)cc3)sc2c1)c1ccccc1C(=O)N1CCOCC1
    17, -10
> COc1ccc2c(-c3cnc(N4CCOCC4)nc3)c(-c3ccc(S(C)(=O)=O)cc3)sc2c1
    12, 46
> CCOc1c2ccccc2nn1CCOC
    10, 1
> CC(C)(C)OC(=O)C[C@H]1C/C=C\C[C@H](CC(=O)N[C@H](CO)Cc2ccccc2)C(=O)N[C@H](Cc2ccccc2)COC1=O
    -1, -1
> COC(=O)c1cc(=O)cc(C(=O)OC)o1
    -7, 9
> CC(C)(C)OC(=O)N1CCC[C@H]1c1nnc(SC/C=C/c2ccccc2)o1
    12, -17
> COc1ccc(NC(=O)CN(C)CC(=O)Nc2ccc(N3CCOCC3)cc2)c([N+](=O)[O-])c1
    -2, 4
> O=C(CSc1nnc(SCc2ccccc2)s1)N/N=C/C=C/c1ccco1
    6, -9

Retrieved one by one from above:
Screens in order – TAG inh, TAG inh DAPI viability
> Cc1cc(/C=N/n2cnnc2)c(C)n1-c1ccc2ncccc2c1
    -4, 2
> COc1ccc2c(-c3cnc(N4CCOCC4)nc3)c(-c3ccc(S(C)(=O)=O)cc3)sc2c1
    12, 46
> Clc1ccc(C2=Nn3c(nnc3-c3cccs3)SC2)cc1
    38, -4

Following part.
Screens in order – TAG inh, TAG inh DAPI viability
> Cc1ccc(C(=O)C(C)OC(=O)Cc2c[nH]c3ccccc23)cc1 (configuration not stated)
    3, 0
> O=C(Cc1cccs1)NC1CCCC1
    1, -4
> N/C(=N\OC(=O)c1cccc([N+](=O)[O-])c1)c1ccccn1
    6, -2
> NC(=O)C1CCN(c2ccc(C(F)(F)F)cn2)CC1
    -6, 5
> COc1ccc(N(C)C(=O)c2cc3c(s2)-c2ccccc2S(=O)(=O)C3)cc1
    5, -1
> O=C(CCC1CCCC1)N1CCN(C(=O)c2cccnc2)CC1
    -4, 14
> O=C1CCC(=O)N1CCCCCc1nc(-c2ccccc2)no1
    12, -6
> CNC(=O)c1[nH]cnc1C(=O)Nc1ccccc1
    8, 2
> C#CCOCCOCCOCCNc1nc(N2CCN(C(=O)[C@H](C)n3cc(CCC(=O)O)nn3)CC2)nc(N2CCN(C(=O)[C@H](C)n3cc(CCC(=O)O)nn3)CC2)n1
    14, 2
> CCN(CC1COc2ccccc2O1)C(=S)NCCCN(C)C (configuration not stated)
    0, 6
> OC1(c2ccccc2)CC(c2ccccc2)c2ccccc2O1 (configuration not stated)
    -15, 4
> COc1cc(NC(=O)COC(=O)Cc2ccc(-c3ccccc3)cc2)cc(OC)c1
    0, 1
> CCn1c(SCC(=O)N2CCCC(C)C2)nnc1-c1ccc(S(=O)(=O)N2CCN(C)CC2)cc1 (configuration not stated)
    -15, -7
> CC(=O)n1cc([C@@H]2C=C(C(=O)N3CCOCC3)O[C@H](OCc3ccc(CO)cc3)C2)c2ccccc21
    -11, 2
> O=C(Nc1ccccc1N1CCOCC1)C1=NN(c2ccccc2)C(=O)CC1
    -2, 0
> CN(CC(=O)Nc1ccc(OC(F)(F)F)cc1)C(=O)Cc1ccc2c(c1)CCC2
    -21, 1
> CN(C)C(=S)Nc1cccc(C(F)(F)F)c1
    -21, 3
> CN(C)C(CNC(=O)Nc1cccc(Cl)c1)c1cccnc1 (configuration not stated)
    -7, -12
> COc1ccc(-c2noc(C3CCCN(C(=O)c4cccc(C)c4)C3)n2)cc1 (configuration not stated)
    -4, -5
> Fc1ccc2c(c1)C(c1cccnc1)=NNC(c1cccs1)=N2
    -6, 1

(cont.)
Screens in order – TAG inh, TAG inh DAPI viability
> COC(=O)c1ccc(C2c3c(n[nH]c3C)C(=O)N2c2ccc(C)cc2)cc1 (configuration not stated)
    3, -5
> C=CCNC(=O)/C(=C/c1cccc([N+](=O)[O-])c1)NC(=O)c1ccccc1
    1, -1
> CCN(CC(=O)Nc1ccccc1C(F)(F)F)C(=O)c1oc2ccc(OC)cc2c1C
    28, -4
> COCCCn1c(SCC(=O)Nc2ccc(NC(=O)c3ccco3)c(OC)c2)nc2ccccc2c1=O
    62*, -16*
> Cc1cc(C(=O)N(C)CC(=O)Nc2cccc(F)c2)no1
    9, -1
> CCc1nnc(NC(=O)Cc2cc(OC)c(OC)c(OC)c2)s1
    -3, -10
> O=C(c1cccs1)N1C[C@@H](O)[C@H](n2cc(-c3ccc(F)cc3)nn2)C[C@@H]1c1ccccc1
    7, -10
> COc1ccc(-c2csc(C(C)(NC(C)=O)c3ccc(OC)cc3)n2)cc1 (configuration not stated)
    2, 1
> Cc1nonc1CN(C)C(=O)CC1C(=O)NCCN1Cc1c(F)cccc1Cl (configuration not stated)
    -9, 5
> CN(C)/C=C/C(=O)/C=C/c1cn(-c2ncc(C(F)(F)F)cc2Cl)c2ccccc12
    14, 4
> COC(=O)c1ccccc1COc1cccn2c(N(C)CC3CC3)c(C)nc12
    116, -98
> COC1=CC(=O)C=C(OC)C1=O
    17, -9
> CCCCCN(C(=O)CCC(=O)OC(C)C(=O)NCc1ccccc1)c1c(N)n(CCCC)c(=O)[nH]c1=O (configuration not stated)
    13, -13
> O=S(=O)(c1cc(F)ccc1F)N1CCC2(CC1)OCCN2S(=O)(=O)c1cccs1
    0, 7
> C/C(=N\NC(=O)CSc1nc2ccccc2[nH]1)c1ccncc1
    12, 2
> COCCNC(=O)Nc1ccc2nc(-c3ccco3)c(-c3ccco3)nc2c1
    -19, -2
> O=c1[nH]c(CN2CCN(c3ncccn3)CC2)nc2c(Br)cc(Br)cc12
    7, 6
> O=c1[nH]nc(Br)c(=O)n1C(c1ccccc1)c1ccccc1
    0, -3
> CCC(=O)OCC(=O)Nc1ccc(OC)cc1[N+](=O)[O-]
    -4, -3
> CC1(C)Cc2cccc(OCC(=O)OCC(=O)Nc3ccc(S(N)(=O)=O)cc3)c2O1
    14, -9

Exported with bars between the fields: part of the list above.
Molecule | TAG inh | TAG inh DAPI viability
Cc1cc(C(=O)N(C)CC(=O)Nc2cccc(F)c2)no1 | 9 | -1
CCc1nnc(NC(=O)Cc2cc(OC)c(OC)c(OC)c2)s1 | -3 | -10
O=C(c1cccs1)N1C[C@@H](O)[C@H](n2cc(-c3ccc(F)cc3)nn2)C[C@@H]1c1ccccc1 | 7 | -10
COc1ccc(-c2csc(C(C)(NC(C)=O)c3ccc(OC)cc3)n2)cc1 (configuration not stated) | 2 | 1
Cc1nonc1CN(C)C(=O)CC1C(=O)NCCN1Cc1c(F)cccc1Cl (configuration not stated) | -9 | 5

Continued.
Screens in order – TAG inh, TAG inh DAPI viability
> Cc1cc(O)c(C(=O)c2ccccc2C(=O)O)cc1C
    -10, 2
> CCC(=O)C1CCCN(C(=O)CCc2nnc(C3(c4ccc(Cl)cc4)CCC3)o2)C1 (configuration not stated)
    2, 1
> COc1cccc(C2(O)CCN(C(=O)C(C)C)CC2)c1
    -12, 4
> CC(=O)c1cc(CN2C(=O)c3ccccc3C2=O)cs1
    -12, 0
> COc1ccc(-n2c(CNc3ccc(C)cc3)nnc2SCc2ccccc2)cc1
    -15, 16
> CC(C)(C)c1csc(N/N=C/c2cccnc2)n1
    -5, 11
> COc1ccccc1CNC(=O)c1cccc(S(=O)(=O)N2CCN(c3ccc(F)cc3)CC2)c1
    -7, 0
> CC1(c2ccccc2Br)NC(=O)N(CC(=O)N2CCc3ccccc3C2)C1=O (configuration not stated)
    11, -7
> c1ccc(-c2ccccc2OCCOCCN2CCc3ccccc3C2)cc1
    -12, 36
> Cc1cccc(Nc2nc(C)cc(C)c2C#N)c1
    3, 8
> CC(C)CN1C(=O)C(=O)N(CC(=O)N(C)CC(=O)Nc2ccc(F)cc2)C1=O
    1, -2
> Cn1nnnc1SCC(=O)Nc1nn(-c2ccccc2)nc1C(N)=O
    30, -23
> COc1cccc(CN2CCCN(S(=O)(=O)c3ccc(Br)cc3)CC2)c1
    -15, 22
> CC(=O)c1ccc(Nc2nc(-c3cccnc3)cs2)cc1
    10, 1
> CCNc1nc2nc3ccc(C)cn3c(=O)c2cc1C(=O)NCC1CCCO1 (configuration not stated)
    3, i
> CCN(CC)C(=O)Oc1ccc(OC(=O)N(CC)CC)cc1
    22, -21
> CNCc1ccccc1OCc1ccccc1F
    -8, -3
> CN(Cc1nc(-c2ccncc2)no1)S(=O)(=O)c1ccc(Br)cc1
    -4, 2
> CCN(CC)S(=O)(=O)c1ccc(NN)nc1
    -3, -7
> O=[N+]([O-])c1ccc(NCCNS(=O)(=O)c2ccccc2)cc1
    -2, 4

Quoted from the results shown for reference:
Screens in order – TAG inh, TAG inh DAPI viability
> CCN(CC)S(=O)(=O)c1ccc(NN)nc1
    -3, -7
> O=[N+]([O-])c1ccc(NCCNS(=O)(=O)c2ccccc2)cc1
    -2, 4

(continued)
Screens in order – TAG inh, TAG inh DAPI viability
> Cc1ccc(S(=O)(=O)CC(=O)N2CC(C)OC(C)C2)cc1 (configuration not stated)
    -7, -1
> CCc1nc2c(OCC(=O)C(C)(C)C)cccn2c1N(C)C(=O)c1ccccc1F
    15, -14
> C/C(Cn1nnc2ccccc21)=N/OC(=O)c1c(F)cccc1F
    -2, 1
> O=C(Nc1nnc(S(=O)(=O)N2CCOCC2)s1)c1ccccc1Br
    12, -10
> CCCC12CN3CC(C)(CN(C1)C3c1ccc3c(c1)OCO3)C2=O (configuration not stated)
    -3, 9
> O=C(COC(=O)c1nc(Cl)ccc1Cl)c1ccc[nH]1
    3, -5
> O=c1cc(-c2ccccc2)nc2nc(COc3ccccc3)[nH]n12
    -9, 4
> COc1ccc(C2CC2/C(=N/O)c2ccccc2)cc1 (configuration not stated)
    2, -7
> COc1ccc(CCNC(=O)CSC2=NS(=O)(=O)c3ccccc3N2)cc1OC
    -11, 5
> Nc1ccc(C(=O)c2cccs2)cc1[N+](=O)[O-]
    2, -3
> COc1cc(/C=C(\C#N)c2nc3ccccc3[nH]2)ccc1OC(=O)c1ccco1
    18, -1
> CCn1cnc2c1c(=O)n(Cc1nnc3n1-c1ccccc1SC3)c(=O)n2Cc1ccccc1
    -9, 5
> O=C(NCc1ccco1)c1ccc(COc2ccccc2Cl)cc1
    13, -10
> Cc1cc(C)cc(OCC(=O)N(Cc2ccc(N(C)C)cc2)C2CCS(=O)(=O)C2)c1 (configuration not stated)
    1, 6
> CC(CCc1ccccc1)NC(=O)CN1CCN(c2ccccc2)CC1 (configuration not stated)
    -1, -1
> NC(=S)n1[nH]c(-c2ccc([N+](=O)[O-])cc2)c(N=Nc2cccc(Cl)c2)c1=O
    0, 2
> COc1ccc2c(c1)oc(=O)c1c3ccccc3[nH]c21
    -13, 31
> CCN(CC)C(=O)Cn1cc(C(=O)C(=O)NCC2COc3ccccc3O2)c2ccccc21 (configuration not stated)
    28, -1
> O=C1CC(c2ccccc2Oc2cccc(Cl)c2)C(n2cncn2)C(=O)C1C1NCCc2ccccc21 (configuration not stated)
    3, -9
> CCN1CCN(C(=O)c2ccccc2NC(=O)c2ccc(Cl)cc2)CC1
    -17, 7

The results go on.
Screens in order – TAG inh, TAG inh DAPI viability
> CCOc1ccc(CN(C)Cc2cc(=O)oc3c(C)c(C)ccc23)cc1OC
    -39, 8
> CC(CNC(=O)c1cccs1)c1ccc([N+](=O)[O-])cc1 (configuration not stated)
    -19, -5
> N/C(=N\OC(=O)Oc1ccccc1)c1ccc(Br)cc1
    -10, -6
> Oc1ccc(/C=N/Nc2ccc3ccccc3c2)c(O)c1
    4, -19
> O=C(CN1CCCC1c1cccs1)N1CCN(S(=O)(=O)c2ccccc2)CC1 (configuration not stated)
    12, 6
> CS(=O)(=O)N(CC(=O)N1CCc2ccccc2C1)c1ccc2c(c1)OCO2
    -5, 3
> Cc1cccc2c(C(=O)O)cc(-c3cccnc3)nc12
    -17, 6
> CCOC(=O)N1CCC(N2CCCC(C(=O)c3cccc(OC(C)C)c3)C2)CC1 (configuration not stated)
    -10, 17
> O=C(N/N=C/c1ccc([N+](=O)[O-])cc1)c1c[nH]c2ccccc12
    -3, -1
> CCC(NS(=O)(=O)c1c(C)[nH]c(=O)[nH]c1=O)C12CC3CC(CC(C3)C1)C2 (configuration not stated)
    5, -3
> CC(C)Oc1ccc(CN2CCC2(C)C(=O)Nc2cccc3cccnc23)cc1 (configuration not stated)
    -16, 5
> Cc1oc(-c2ccc(-c3ccccc3)cc2)nc1CN(CCO)C(C)C
    14, 0
> CC(=O)Nc1nc(-c2ccc(Br)s2)cs1
    23, -10
> O=C(Nc1ccc(NC(=O)c2ccccc2Br)cc1)c1ccccc1
    19, -3
> COC(=O)c1ccsc1NC(=O)c1ccc2c(c1)OCCO2
    8, -7
> CCC(C)N(C(=O)CSc1nnc(C)n1C)C1CCS(=O)(=O)C1 (configuration not stated)
    -6, 7

The list is partial; count on the stated rates, not on these rows.
